D1 ag – activates the human D1 dopamine receptor; AID 504660; activation, % at 2 µM; HEK293 T-REx D1 cells, calcium flux, agonist mode; hit rate 1% among 360,000; in the data active = activation above about 30%; note: 0% is about no effect
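Tetracycline-induced HEK293 TREx D1 cells, force-coupled to calcium signalling, were dye-loaded with a no-wash calcium kit. Compound was pin-added after a 10 s baseline. Fluorescence was read kinetically at 1 cycle/s for 180 s, with calcium rises flagged as agonism.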
GRP78 ERSR act – induces the endoplasmic reticulum stress response in human glioma cells | U87-MG GRP78 promoter luciferase reporter, 16 h | Potency, µM, inactives show at the highest dose activation, usual class: activators | hit rate 0.02% among 420,000 | AID 602332; note: potency is the fitted concentration of half-maximal effect; series mostly up to about 76 µM; % of control where 0% means no effect; nearly all actives have a fitted effect of over 35% in size
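Stably transfected U87-MG glioma cells carrying a GRP78-based luciferase sensor; 16 h compound incubation. Luminescence end-point read 10 min after Bright-Glo addition at room temperature.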
D2 potentiator – positively modulates the human D2 dopamine receptor allosterically; HEK293 T-REx D2, calcium flux, EC20 dopamine potentiation; potentiation, % at 10 µM; AID 485347; hit rate 0.34% among 340,000;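 active = potentiation over 3 SD above the plate norm, cut at about 30% in these data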; note: 0% is about no effect
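Calcium flux readout, no-wash dye, 1 read/s. Inducible HEK293 Trex D2 line, overnight 30 C. Compound alone 180 s (agonist flags), then EC20 dopamine, another 180 s to score potentiation.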
Vif-A3G inh – blocks the Vif interaction with human APOBEC3G; Q9HC16; AID 602310; Potency, µM (doses to about 46.1 µM), for the others: at the highest dose activity, negative = active, actives largely listed as inhibitors; hit rate 0.076% among 410,000; HeLa A3G-eYFP + Vif (tagged APOBEC3G with the HIV-1 protein that degrades it), YFP fluorescence, overnight;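 note: potency is the fitted concentration of half-maximal effect; % is set by controls: 0 for no effect and ±100 for the full control effect; nearly all actives have a fitted effect of over 60% in size; hits raise eYFP signal because A3G escapes Vif-driven loss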
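HeLa cells stably expressing Vif and C-terminally eYFP-tagged A3G, seeded overnight at 37 deg C, then exposed to compound by pintool overnight at 37 deg C. Rise in yellow fluorescence (Ex 488/Em 500-530, Acumen) marks blocked Vif-driven A3G degradation.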
Vif-APOBEC3F blk – blocks the Vif interaction with APOBEC3F; hit rate 0.2% among 390,000; AID 602313; HeLa A3F-eYFP + Vif (tagged APOBEC3F with the HIV-1 protein that degrades it), YFP fluorescence increase; Potency, µM (highest dose often 46.1 µM), for the others: at the top dose activity, negative = active; note: potency is the fitted concentration of half-maximal effect; % of control where 0% means no effect; nearly all actives have a fitted effect of over 65% in size
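HeLa cells stably expressing Vif plus C-terminally eYFP-tagged A3F were seeded, incubated overnight at 37 deg C, dosed with compound, incubated overnight again at 37 deg C. Yellow fluorescence (Ex 488/Em 500-530) reported blocked Vif-mediated A3F-eYFP degradation.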
RXFP1 agonist – RXFP1 (human) receptor agonism. hit rate 0.3% among 370,000. HEK293T-RXFP1 cAMP TR-FRET, 30 min; response scale: percent of porcine relaxin response, buffer zero. Potency, µM (highest dose often 57.5 µM), for the others: at the top dose activation, most hits filed as activators. Q9HBX9; note: potency is the fitted concentration of half-maximal effect; % is set by controls: 0 for no effect and ±100 for the full control effect; nearly all actives have a fitted effect of over 60% in size; many of its hits are not listed in these tables
Target sequence (Q9HBX9 whole entry, looked up): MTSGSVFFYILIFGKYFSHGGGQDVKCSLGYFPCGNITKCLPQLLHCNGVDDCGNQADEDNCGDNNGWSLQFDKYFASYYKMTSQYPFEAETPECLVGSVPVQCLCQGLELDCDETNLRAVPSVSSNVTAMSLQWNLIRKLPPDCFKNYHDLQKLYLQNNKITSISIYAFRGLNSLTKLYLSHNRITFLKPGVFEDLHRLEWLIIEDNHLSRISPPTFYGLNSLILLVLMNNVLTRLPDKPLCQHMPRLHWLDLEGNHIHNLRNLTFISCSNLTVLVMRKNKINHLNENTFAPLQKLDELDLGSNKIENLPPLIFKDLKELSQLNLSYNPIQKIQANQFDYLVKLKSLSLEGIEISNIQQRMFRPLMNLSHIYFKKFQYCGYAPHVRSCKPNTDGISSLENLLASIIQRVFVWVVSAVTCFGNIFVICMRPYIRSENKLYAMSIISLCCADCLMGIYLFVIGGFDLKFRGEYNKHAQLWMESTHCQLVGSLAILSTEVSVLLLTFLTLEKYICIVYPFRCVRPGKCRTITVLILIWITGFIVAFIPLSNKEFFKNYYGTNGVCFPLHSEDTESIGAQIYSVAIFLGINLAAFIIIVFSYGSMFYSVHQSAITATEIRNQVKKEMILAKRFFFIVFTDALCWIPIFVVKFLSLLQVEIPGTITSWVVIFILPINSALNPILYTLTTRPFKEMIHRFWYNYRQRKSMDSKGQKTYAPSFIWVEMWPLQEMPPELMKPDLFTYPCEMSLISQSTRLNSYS
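HEK293 cells stably expressing RXFP1, treated 30 min at 37C with compounds plus PDE4 inhibitor Ro 20174; cAMP measured by HTRF TR-FRET. Normalized to buffer and 29 nM porcine relaxin; EC50 by Hill fit.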
D1 antagonist – blocks dopamine activation of the human D1 receptor. HEK293 TREx D1 cells, calcium flux, dopamine EC80; active compounds read low. hit rate 3.2% among 360,000. activity change, negative = inhibition, % at 10 µM. P21728. AID 504652; in the data active = activity change below about -30%; note: % is set by controls: 0 for no effect and ±100 for the full control effect
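After overnight tetracycline induction at 30 C, force-coupled D1 HEK293 cells took up a no-wash calcium dye at room temperature. Compounds were added and monitored 180 s, and the response to EC80 dopamine was then recorded.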
LDHA inh – LDHA (human) enzyme inhibition; purified LDHA, NADH/diaphorase-resazurin fluorescence; active compounds read low; activity change, % (values are at about 110 or 230 µM); hit rate 0.15% among 480,000; in the data active = activity change below about -30%; inconclusive = mostly about -25% to -30%;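 note: plate controls were DMSO wells for no effect and wells without enzyme for full effect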
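Human LDH5 (2 nM) was incubated with 0.06 mM NADH and 0.2 mM pyruvate for 5 min at room temperature in Tris pH 7.4. Remaining NADH was coupled through diaphorase/resazurin, and resorufin fluorescence was read at 0 and 20 min.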
D1 potentiator – potentiators of human D1 dopamine receptor. potentiation, % at 10 µM. hit rate 0.036% among 360,000. HEK293 TREx D1 cells, calcium flux, dopamine EC20 potentiation. AID 504651. P21728; in the data active = potentiation above about 30%; note: 0% is about no effect
* = called active by the depositor; ? = inconclusive; . = no result given; & = joins results of further samples. Unless noted, calls come from the whole dose curve; as a rule, active = well fitted curve in the direction sought with a large enough effect; inconclusive = small, poorly fitted or top-dose-only effect, or another doubt; inactive = no such curve, though single readings can be large; an effect the other way counts as inactive or inconclusive. Not all compounds are listed. The share of hits here may be higher or lower than overall.

SMILES	D1 ag	GRP78 ERSR act	D2 potentiator	Vif-A3G inh	Vif-APOBEC3F blk	RXFP1 agonist	D1 antagonist	LDHA inh	D1 potentiator
Cc1nn(C(C)C(=O)Nc2ccc(C(C)C)cc2)c(=O)c2c1sc1ccccc12 (stereo not drawn)	-1	1%	5	-1%	-2%	-3.0%	-15	-7	5
COC(=O)c1c(NC(=O)COC(=O)Cn2cnc3ccccc32)sc(C)c1C	1	-4%	5	0%	-4%	-2.5%	-19	0	2
O=C(Cn1nnc(N2CCCC2)n1)N/N=C/c1ccc(Cl)cc1	8	-2%	-3	-2%	6%	-1.4%	9	-1	-1
COc1ccc(NC(=O)Nc2ccc(F)cc2F)cc1	2	1%	1	1%	9%	0.3%	2	-6	-2
C/C=C/c1ccc(OCCn2nnc3ccccc32)c(OC)c1	11	7%	1	0%	-7%	0.2%	-9	-2	-2
Cc1ccc(NC(=O)c2nc[nH]c2C(=O)N[C@@H](C)C(=O)OC(C)(C)C)cc1	4	-3%	-5	0%	-5%	0.0%	-21	9	4
O=C(Cc1nnc(NC(=O)Nc2ccccc2F)s1)NCc1ccccc1	7	4%	4	-4%	11%	7.3%	-6	-3	20
COc1cc(/C=N/NC(=O)c2nonc2C)ccc1O	0	6%	2	-7%	-23%	-0.5%	-9	9	-1
CCOc1cc(CNc2ccc(OC)cc2)cc(Br)c1OCC(=O)NC(C)(C)C	2	-2%	1	-3%	1%	-3.1%	-19	5	-4
COc1ccc(N2C(=O)CC(Sc3nnnn3-c3ccc(F)cc3)C2=O)cc1 (stereo not drawn)	6	-15%	6	0%	5%	4.8%	-5	-4	1
Cc1c(C)c2cc(Cl)c(OCC(=O)NC3CC(C)(C)NC(C)(C)C3)cc2oc1=O	1	-1%	11	4%	-10%	0.1%	-13	-1	-2
CN(CC(=O)Nc1ccccc1F)CC(=O)Nc1ccccc1Br	5	-3%	5	-4%	-5%	0.0%	1	-5	3
CC(C)CCN1C(=O)c2ccc(C(=O)OCC(=O)N(C)C3CCS(=O)(=O)C3)cc2C1=O (stereo not drawn)	6	-3%	8	0%	10%	0.0%	0	0	-1
Cn1c(CNC(=O)c2ccco2)nnc1SCC(=O)Nc1ccccc1Cl	1	1%	.	-1%	-2%	0.9%	-9	-9	1
CCOC(=O)c1c(C)[nH]c(C(=O)OCc2ccc([N+](=O)[O-])cc2)c1C	5	-5%	.	-6%	-2%	3.6%	-3	-5	1
CC(=O)Nc1cccc(NC(=O)CCCC2CCCCC2)c1	0	-3%	-1	5%	-1%	0.7%	-16	-2	-5
CS(=O)(=O)Nc1cccc(C2=NN(S(=O)(=O)c3ccccc3)C(c3cccs3)C2)c1 (stereo not drawn)	0	11%	-4	2%	-5%	0.6%	11	-3	-4
COc1ccc2nc(SCC(=O)Nc3ccc4[nH]c(=O)[nH]c4c3)[nH]c2c1	3	-1%	-9	1%	1%	-0.6%	30	3	-3
CCOC(=O)C1(CCC(=O)OCc2ccccc2)CCCCC1=O (stereo not drawn)	.	-4%	.	0%	8%	.	.	-5	.
Cc1ccccc1NC(=O)CCN1CCc2ccccc2C1	3	-5%	9	1%	10%	1.6%	21	-2	-2
COc1ccc(C2C(C(=O)OCC(=O)NC(C)(C)C)CCC(=O)N2c2ccc(C)cc2)cc1OC (stereo not drawn)	1	-1%	-2	0%	1%	-1.2%	-5	-6	-5
CS/C(N)=N/N=C/c1cc(C)ccc1O	4	4%	1	-1%	-23%	0.5%	10	-3	5
COc1ccc(C2C(C(C)=O)=C(O)C(=O)N2c2nc3ccccc3s2)cc1OC (stereo not drawn)	0	-1%	.	0%	3%	29%	-10	-13	-5
CCN(Cc1cnn(C)c1)Cc1nc(Cc2ccccc2Cl)no1	3	1%	1	0%	1%	-0.7%	12	-4	-1
CC(C)c1ccc(CN(C)C(=O)c2ccc(S(=O)(=O)NCc3ccco3)cc2)cc1	6	-3%	-4	4%	-12%	-1.4%	-30*	4	-3

One compound at a time, from the list above:
COc1ccc(C2C(C(=O)OCC(=O)NC(C)(C)C)CCC(=O)N2c2ccc(C)cc2)cc1OC (stereo not drawn) is listed as D1 ag = 1; GRP78 ERSR act = -1%; D2 potentiator = -2; Vif-A3G inh = 0%; Vif-APOBEC3F blk = 1%; RXFP1 agonist = -1.2%; D1 antagonist = -5; LDHA inh = -6; D1 potentiator = -5
CC(C)c1ccc(CN(C)C(=O)c2ccc(S(=O)(=O)NCc3ccco3)cc2)cc1 is listed as D1 ag = 6; GRP78 ERSR act = -3%; D2 potentiator = -4; Vif-A3G inh = 4%; Vif-APOBEC3F blk = -12%; RXFP1 agonist = -1.4%; D1 antagonist = -30*; LDHA inh = 4; D1 potentiator = -3

Continued:
SMILES	D1 ag	GRP78 ERSR act	D2 potentiator	Vif-A3G inh	Vif-APOBEC3F blk	RXFP1 agonist	D1 antagonist	LDHA inh	D1 potentiator
O=C(NCc1ccco1)Nc1ccc2snnc2c1	7	6%	-13	0%	3%	0.0%	-23	-2	-9
Cc1ccccc1N1C(=O)CSC1=C(C#N)C#N	10	1%	8	-1%	-9%	-1.1%	-8	-11	-1
COc1cc(/C=C(/NC(C)=O)C(=O)O)cc(Cl)c1OCc1ccc(Br)cc1	3	7%	-7	1%	3%	-9.6%	-14	-9	3
COCCNC(=O)c1c(CSc2ccc(Cl)cc2)noc1C(=O)NCc1ccccc1	.	-3%	.	1%	5%	.	.	-15	.
CC(C)NC(=O)CSCc1cccc(Br)c1	-1	-3%	3	0%	-11%	0.5%	8	-5	2
Cc1cc(C)nc(SCC(=O)c2ccc(F)cc2F)n1	1	0%	-1	0%	-1%	1.7%	-2	0	0
COC(=O)NNC(=O)CCCOc1ccc(Cl)cc1Cl	3	-7%	.	-7%	-2%	-0.9%	-4	-4	2
CCc1nnc(NC(=O)CCC(=O)N2CCN(Cc3ccc(Cl)cc3)CC2)s1	3	-2%	-1	0%	-3%	0.4%	1	-8	-6
CCCCNC(=O)CCn1c(=O)c2ccccc2n(CC(=O)NCCc2ccc(OC)c(OC)c2)c1=O	0	0%	5	-9%	-11%	0.2%	-6	-3	-3
N#Cc1c(N2CCOCC2)nc(N)c2c(N)nc3c(c12)CC(CCl)O3 (stereo not drawn)	1	-6%	8	-7%	7%	?	-8	10	-1
CCOc1ccccc1C(=O)NC(C(=O)Nc1cccnc1)C(C)C (stereo not drawn)	1	-5%	4	0%	-2%	-0.8%	1	-5	-4
O=C(O)C1(Cc2nc3ccccc3[nH]2)CCCC1	1	1%	.	-3%	2%	0.3%	6	-4	-8
Cc1cc(C)c2cc3c(ccn3C3OC[C@H](O)[C@H](O)[C@H]3O)cc2n1 (stereo partly drawn)	5	-5%	.	1%	2%	3.0%	5	3	-1
COc1ccc(OC)c(NC(=O)CSc2nncc(=O)n2N)c1	3	-4%	-15	1%	-11%	-1.1%	4	-3	1
CCOC(=O)C1=C(C)OC(N)=C(C#N)C1c1cc(Cl)c(OCC(N)=O)c(OC)c1 (stereo not drawn)	1	1%	6	-6%	-1%	3.6%	-1	0	-3
COc1ccc(C)cc1NC(=O)CC(=O)Nc1ccc2nc3n(c(=O)c2c1)CCCCC3	1	1%	-12	0%	0%	4.3%	-28	3	-3
CCC1Cc2c(nc(N)c3c(N)nc(N4CCOCC4)c(C#N)c23)O1 (stereo not drawn)	1	-5%	2	-6%	4%	11%	-16	8	1
CCNC(=S)Nc1ccc(OCc2nc3ccccc3s2)cc1	0	0%	-6	-3%	-17%	-4.2%	-2	0	-12
CCOC(=O)C1Cc2ccccc2CN1 (stereo not drawn)	2	0%	12	1%	-5%	1.9%	-14	-1	-11
CCCCNC(=O)O[C@H]1C[C@@H]2CCN3C(=O)CCC[C@H]([C@H]1CC)[C@H]23	0	-4%	-2	1%	5%	-1.1%	-2	0	-1
Cc1cc(C)n(-c2ccc3nnc(C)n3n2)n1	0	-2%	11	-2%	-2%	14%	-4	-6	-2
Oc1ccc(-c2nnc(SCc3ccccc3)o2)cc1	5	3%	-8	-16%	5%	0.2%	0	-5	-13
Cc1csc(SCC(=O)NC(C)c2ccccc2)n1 (stereo not drawn)	1	-1%	-2	0%	6%	-1.5%	10	-5	-7
COc1ccc(CNC(=O)Cn2nnc3ccccc3c2=O)cc1	2	-3%	8	6%	2%	7.3%	-4	-3	4
COc1cccc(C(=O)Nc2ccc3nc4n(c(=O)c3c2)CCCCC4)c1	-2	0%&-1%	4	-4%&2%	-5%&-3%	7.5%	-17	0&0	0
COc1ccccc1Oc1ccc(NC(=O)Cc2ccccc2)cc1	.	3%	.	0%	8%	.	.	-2	.

6 compounds from above, sorted by the value under LDHA inh, falling.
| SMILES | LDHA inh |
| --- | --- |
| COc1ccc2nc(SCC(=O)Nc3ccc4[nH]c(=O)[nH]c4c3)[nH]c2c1 | 3 |
| CCNC(=S)Nc1ccc(OCc2nc3ccccc3s2)cc1 | 0 |
| Cc1ccccc1NC(=O)CCN1CCc2ccccc2C1 | -2 |
| O=C(O)C1(Cc2nc3ccccc3[nH]2)CCCC1 | -4 |
| CN(CC(=O)Nc1ccccc1F)CC(=O)Nc1ccccc1Br | -5 |
| COCCNC(=O)c1c(CSc2ccc(Cl)cc2)noc1C(=O)NCc1ccccc1 | -15 |

Assay outcomes from PubChem.
